Assay outcomes as filed in PubChem.
WRN inhibitor = inhibitors of human WRN helicase; Q14191; WRN helicase unwinding, fluorescent forked duplex, kinetic; Potency, µM (titrated, usually from 114 µM), for the others: at the top dose activity change, negative = inhibition, most hits filed as inhibitors; 360,000 compounds, 0.46% hits; AID 651768; further: potency means the concentration at half of the fitted maximal effect; on the % scale 0 is the no-effect control and ±100 the full control effect; nearly all actives have a fitted effect of over 55% in size
Target sequence (Q14191 whole entry, looked up): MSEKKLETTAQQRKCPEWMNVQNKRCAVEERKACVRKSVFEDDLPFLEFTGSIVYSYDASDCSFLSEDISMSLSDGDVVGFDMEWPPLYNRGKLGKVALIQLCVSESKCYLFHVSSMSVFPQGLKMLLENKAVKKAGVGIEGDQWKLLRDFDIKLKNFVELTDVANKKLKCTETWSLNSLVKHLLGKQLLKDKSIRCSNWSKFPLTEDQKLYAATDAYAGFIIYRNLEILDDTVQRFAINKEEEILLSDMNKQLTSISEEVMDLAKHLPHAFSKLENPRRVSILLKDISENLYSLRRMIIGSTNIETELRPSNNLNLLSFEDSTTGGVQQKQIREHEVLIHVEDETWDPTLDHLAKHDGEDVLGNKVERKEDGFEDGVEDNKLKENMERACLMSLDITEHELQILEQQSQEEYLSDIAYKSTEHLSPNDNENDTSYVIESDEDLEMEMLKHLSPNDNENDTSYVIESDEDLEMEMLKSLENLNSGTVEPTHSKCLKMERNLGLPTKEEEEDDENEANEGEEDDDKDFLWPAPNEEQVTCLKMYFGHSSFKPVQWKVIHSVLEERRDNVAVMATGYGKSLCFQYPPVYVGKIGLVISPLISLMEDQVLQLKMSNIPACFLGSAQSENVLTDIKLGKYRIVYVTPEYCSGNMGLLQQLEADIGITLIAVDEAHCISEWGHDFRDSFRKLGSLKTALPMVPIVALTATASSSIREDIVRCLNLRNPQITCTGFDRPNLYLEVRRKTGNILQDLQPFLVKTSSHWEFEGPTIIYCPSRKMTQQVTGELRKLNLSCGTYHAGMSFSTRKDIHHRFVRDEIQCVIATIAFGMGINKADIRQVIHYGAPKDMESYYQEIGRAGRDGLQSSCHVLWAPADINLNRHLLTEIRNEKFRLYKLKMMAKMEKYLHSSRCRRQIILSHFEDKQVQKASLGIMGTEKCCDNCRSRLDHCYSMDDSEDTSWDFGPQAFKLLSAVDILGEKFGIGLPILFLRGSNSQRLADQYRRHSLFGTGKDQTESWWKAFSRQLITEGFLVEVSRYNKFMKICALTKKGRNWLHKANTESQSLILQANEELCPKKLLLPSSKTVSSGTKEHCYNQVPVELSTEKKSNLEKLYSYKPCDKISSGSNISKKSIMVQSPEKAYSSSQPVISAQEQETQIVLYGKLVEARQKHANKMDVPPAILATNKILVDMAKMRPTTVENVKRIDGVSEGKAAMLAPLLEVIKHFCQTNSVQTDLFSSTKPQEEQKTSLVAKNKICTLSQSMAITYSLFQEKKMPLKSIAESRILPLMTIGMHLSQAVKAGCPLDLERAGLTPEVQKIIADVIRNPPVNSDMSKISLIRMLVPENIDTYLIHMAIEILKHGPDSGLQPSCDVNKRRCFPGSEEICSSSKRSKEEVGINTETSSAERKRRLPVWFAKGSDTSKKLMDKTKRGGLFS
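Enzyme (20 nM final) and test compound sit together 15 min at room temperature before substrate addition. Substrate is a single-forked duplex oligonucleotide (100 nM) labelled with fluorophore and quencher, with 2 mM ATP; helicase unwinding raises red fluorescence, read kinetically.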
IL-2 act = activators of IL-2 | activation, % (series mostly up to about 46 µM) | 360,000 compounds, 0.065% hits | IL-2 activation reporter assay, cell-based qHTS; stimulated with anti-CD3/CD4/CD28 beads; in transgenic mouse T cells | AID 652025; in the data active means activation above about 50%; inconclusive means mostly about 30% to 49%; further: 0% is about no effect
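Screening format: compound pinned onto unstimulated transgenic mouse T cells, 60 min incubation, then anti-CD3/anti-CD4/anti-CD28 bead stimulation for 18 hours at 37 degrees C, followed by EGFP and DsRed detection.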
EPAC1 ag = EPAC1 (human) agonism | EPAC1 agonist qHTS, biochemical assay; response scale: 100% = response to 6.5 mM cAMP | Potency, µM (top dose mostly 154 µM), inactives show at the top dose activation, usual class: activators | 360,000 compounds, 0.073% hits | AID 720707; further: potency means the concentration at half of the fitted maximal effect; nearly all actives have a fitted effect of over 60% in size
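Multi-concentration qHTS readout: loss of Rap1B-bound BODIPY-GDP fluorescence driven by 100 nM EPAC1 with excess GDP (50 uM), monitored kinetically at room temperature; agonist response expressed relative to 6.5 mM cAMP.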
PI5P4K alpha inh = PI5P4K alpha (human) kinase inhibition. 330,000 compounds, 1.2% hits. max response, %. PI5P4Kalpha enzyme, ADP-Glo luminescence, 60 min; stronger effect = lower value. P48426; active means max response of -50% or lower; inconclusive means between -30% and -50%; inactive means -30% or higher; further: value at the top dose of about 77 µM; on the % scale 0 is the no-effect control and ±100 the full control effect
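Single end-point luminescence (ADP-Glo) quantified ADP from PI5P4Kalpha turnover; ATP 5 microM final, 1 h at RT, 0.1% CHAPS and 0.28 mM EGTA in HEPES pH 7.4.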
Abeta yeast res = restores growth of yeast expressing A-beta42 peptide | Potency, µM (titrated, usually from 46.1 µM), inactives show top-dose growth rescue, most hits filed as activators | 410,000 compounds, 0.063% hits | yeast expressing A-beta42, growth rescue, OD600, 48 h; response scale: 0% DMSO, 100% iron-clioquinol control; further: potency means the concentration at half of the fitted maximal effect; nearly all actives have a fitted effect of over 55% in size
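Yeast A-beta toxicity model in growth medium with pinned compounds, 48 h at 30 C; growth read as absorbance at 600 nm. Normalized to FeCl3/clioquinol equimolar mix (positive) and DMSO (negative).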
aSyn rescue = inhibitors of alpha-synuclein toxicity in yeast | 370,000 compounds, 0.14% hits | Yeast expressing alpha-synuclein, growth rescue, BacTiter-Glo, 24 h | Potency, µM (titrated, usually from 46.1 µM), inactives show top-dose growth rescue (activation), hits mostly activators; further: potency means the concentration at half of the fitted maximal effect; % of control where 0% means no effect; nearly all actives have a fitted effect of over 65% in size
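Readout is rescue of growth in alpha-synuclein-expressing yeast, so inhibitors of toxicity appear as activators. Growth after 24 hr at 30 deg C in galactose medium is quantified by luminescence.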
PLK1 PBD inh = blocks phosphopeptide binding to human PLK1 polo-box domain. Potency, µM, for inactives: max response, negative = inhibition, hits mostly inhibitors. Plk1 PBD binding of FITC phosphopeptide, fluorescence polarization. 360,000 compounds, 2.8% hits. P53350; further: potency means the concentration at half of the fitted maximal effect; series mostly up to about 57 µM; on the % scale 0 is the no-effect control and ±100 the full control effect; nearly all actives have a fitted effect of over 65% in size
FUS suppressor = rescues growth of FUS-expressing yeast. 390,000 compounds, 0.24% hits. Potency, µM (titrated, usually from 76.6 µM), for the others: at the highest dose growth rescue (activation), hits mostly activators. S. cerevisiae FUS-expressing, growth rescue, OD600, 24 h;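 further: potency means the concentration at half of the fitted maximal effect; plate controls were DMSO vehicle for no effect and reference control for full effect; nearly all actives have a fitted effect of over 55% in size; some results filed as inactive show a strong effect at the top dose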
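Cultures pregrown in 2.5% raffinose medium are shifted to minimal medium containing 2% galactose to express toxic FUS. Compounds are tested at several concentrations. After 24hr at 30C, growth is quantified at 600 nm absorbance.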
EPAC1 antag = blocks human EPAC1 exchange factor | O95398 | EPAC1 GEF assay, Rap1b-BODIPY-GDP exchange fluorescence | Potency, µM (top dose mostly 115 µM), inactives show top-dose activity change, negative = inhibition, usual class: inhibitors | 360,000 compounds, 0.14% hits;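 further: potency means the concentration at half of the fitted maximal effect; plate controls were vehicle for no effect and positive control for full effect; nearly all actives have a fitted effect of over 50% in size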
An asterisk follows results filed as active; ? = inconclusive; . = no result given; [ ] = remark or other dose. Unless noted, the call rests on the fitted dose curve; in most records, active means well fitted curve in the direction sought with a large enough effect; inconclusive means small, poorly fitted or top-dose-only effect, or another doubt; inactive means no such curve, though single readings can be large; an effect the other way counts as inactive or inconclusive.

#1 Cc1ccc(S(=O)(=O)N2CCN(C(=O)COC(=O)/C=C/c3ccc(C(F)(F)F)cc3)CC2)c(C)c1
#2 O=C(NCc1ccccc1Cl)c1ccc2nc([C@@H]3O[C@H](CO)[C@@H](O)[C@H]3O)[nH]c2c1
#3 CCCOc1ccc(CC2CCC(=O)NC2=O)cc1 (stereo unspecified)
#4 CC1(C)CC(=O)c2sc(NC(=O)CN3CCCCC3)nc2C1
#5 CCc1sc(C(=O)Nc2cc(S(=O)(=O)N3CCOCC3)ccc2OC)cc1C
#6 CCc1nc(SCC(=O)N2CCC(C)CC2)c2c(=O)n(C)c(=O)n(C)c2n1
#7 O=c1oc2ccccc2c2c1C(c1ccc(Cl)cc1)Nc1ccc3ccccc3c1-2 (stereo unspecified)
#8 COc1ccc(NC(=O)N[C@H]2C=C[C@@H](CC(=O)NC3CCC3)O[C@@H]2CO)cc1
compound no.	1	2	3	4	5	6	7	8
WRN inhibitor	-5%	-5%[57.1 µM]	6%	10%	-5%	6%	6%	2%
IL-2 act	-0.5	-0.1	0.2	-0.3	0.0	-4.2	-0.1	0.3
EPAC1 ag	0%	-10%	-4%	-13%	-4%	-24%	-3%	-14%
PI5P4K alpha inh	0	0	6	2	0	-11	-8	-4
Abeta yeast res	-20%	-14%	-13%	6%	-1%	-11%	-1%	4%
aSyn rescue	1%	-4%	4%	-5%	2%[1.84 µM]	12%	-2%	-6%
PLK1 PBD inh	2%	-5%	5%	-1%	-2%	-8%	2%	3%
FUS suppressor	-26%	-9%	19%	-9%	21%	-4%	-16%	-14%
EPAC1 antag	-23%	-16%	14%	10%	9%	16%	6%	17%

#9 CN(C)S(=O)(=O)c1ccc(Nc2ccc(-c3ccc4c(c3)OCCO4)nn2)cc1
#10 CCCS(=O)(=O)Nc1c(C(=O)OC)[nH]c2ccccc12
#11 COc1ccc(NC(=O)Nc2ccccc2SC)cc1OC
#12 COc1cc(NC(=O)Cc2ccc(Cl)cc2)ccc1NC(=O)c1ccco1
#13 CCOC(=O)[C@@H]1[C@H]2COc3ccccc3[C@@H]2N2C(=O)N(c3ccccc3)C(=O)[C@]12C
#14 CCN1CCN(C(C(=O)NC2CCCCC2)c2ccc(Cl)cc2)CC1 (stereo unspecified)
#15 O=C(COc1ncnc2ccccc12)Nc1ccc(Cl)c(S(=O)(=O)N2CCOCC2)c1
#16 CCc1ccccc1N(C)S(=O)(=O)c1ccc2[nH]cc(C(=O)O)c(=O)c2c1
compound no.	9	10	11	12	13	14	15	16
WRN inhibitor	-24%	5%	5%	-14%	6%	-1%	-5%	0%
IL-2 act	-0.9	0.4	-3.0	-1.4	2.5	-0.2	-2.5	-0.4
EPAC1 ag	11%	3%	-7%	-6%	-10%	3%	2%	-5%
PI5P4K alpha inh	.	-3	2	.	3	2	2	-20
Abeta yeast res	9%	0%	9%	12%	-5%	-1%	-3%	-14%
aSyn rescue	-1%	-6%	25%	3%	-4%	-3%	3%	-10%
PLK1 PBD inh	-7%	-6%	?	-2%	-4%	-23%	-15%	1%
FUS suppressor	-14%	.	-12%	-13%	3%	2%	5%	20%
EPAC1 antag	1%	19%	3%	-27%	2%	-2%	?	12%

#17 O=C(N/C=C\c1ccccc1)NCc1ccc(Cl)cc1Cl
#18 Cc1ccccc1CCNC(=O)CCn1nc(C)c2c(C)n(-c3ccccc3)nc2c1=O
#19 CC(C)Cc1nnc(NC(=O)CCC(=O)N2CCN(c3ccccn3)CC2)s1
#20 CCCn1nc(C(=O)NNC(=O)c2ccc(C)c(C)c2)c2ccccc2c1=O
#21 Cc1noc(C)c1CSc1nc2[nH]ncc2c(=O)n1-c1ccccc1
#22 Cc1cc(NC(=O)c2ccc(Cl)cc2Cl)no1
#23 COc1cccc(-c2noc(CCC(=O)Nc3cccnc3)n2)c1
#24 CC(C)OP(=O)(OC(C)C)C(Nc1ccccc1)c1cccc2c1OCO2 (stereo unspecified)
compound no.	17	18	19	20	21	22	23	24
WRN inhibitor	5%	-8%	10%	1%	2%[57.1 µM]	4%	6%	0%
IL-2 act	0.1	-0.8	-0.7	-4.5	-2.3	-0.2	-0.5	-1.2
EPAC1 ag	0%	16%	7%	-10%	13%	9%	-1%	-7%
PI5P4K alpha inh	7	0	.	14	-12	5	3	6
Abeta yeast res	19%	4%	7%	-13%	-1%	-11%	8%	-6%
aSyn rescue	5%	0%	-11%	2%	-15%	-9%	8%	16%
PLK1 PBD inh	21µM*	-5%	-2%	3%	-5%	-14%	-8%	-12%
FUS suppressor	31%	3%	13%	.	?	-15%	-3%	8%
EPAC1 antag	4%	4%	1%	-10%	-4%	-19%	3%	10%

#25 COc1ccc(N=C(C)C2=C(O)c3ccccc3C2=O)cc1
#26 O=S(=O)(NC1=NCCCCC1)c1ccc(F)cc1
#27 COC(=O)c1cc(COc2ccc3c4c(c(=O)oc3c2)CCCC4)c(C)o1
#28 Cc1ccc(S(=O)(=O)N2CCCC2C(=O)OCc2ccco2)cc1 (stereo unspecified)
#29 COc1cc(-c2coc3c(C(=O)NCc4ccc(OC)c(OC)c4)cccc23)ccc1O
#30 COc1ccccc1/C=C/C=N/NC(=O)CCC1C(=O)NN=C1C (stereo unspecified)
#31 O=C(CSc1ncn[nH]1)NCc1ccccc1
#32 Cc1ccc(S(=O)(=O)N(C)CC(=O)N2CCOCC2)cc1
compound no.	25	26	27	28	29	30	31	32
WRN inhibitor	-11%	0%	-5%	?	-5%	3%	1%	8%
IL-2 act	-3.3	-0.3	-0.5	-0.6	-0.9	-2.0	1.6	1.9
EPAC1 ag	-2%	10%	-5%	-1%	-22%	9%	5%	1%
PI5P4K alpha inh	9	0	.	.	-3	-9	1	-4
Abeta yeast res	-12%	9%	-2%	14%	18%	-12%	7%	9%
aSyn rescue	-4%	2%	8%	7%	?	-1%	1%	1%
PLK1 PBD inh	-7%	0%	-2%	-18%	6%	27µM*	-9%	?
FUS suppressor	.	-2%	-5%	28%	6%	30%	-8%	8%
EPAC1 antag	0%	7%	17%	0%	-2%	-8%	5%	1%

#33 CCOc1ccc(NS(=O)(=O)c2cc(C(=O)N3CCN(C(C)=O)CC3)ccc2Cl)cc1
#34 O=C(Cc1ccccc1)Nc1ccc2[nH]ncc2c1
#35 CCOC(=O)/C(=N\NC(=O)c1ccccc1)c1ccccc1
#36 O=C(NCc1ccc(OC(F)(F)F)cc1)C1CCC(=O)N(C2CC2)C1 (stereo unspecified)
#37 O=C(Cc1ccccc1)NNS(=O)(=O)c1ccccc1[N+](=O)[O-]
#38 COc1ccc(CCNS(=O)(=O)c2cn(C)c(=O)n(C)c2=O)cc1OC
#39 C/C=C(/C)C(=O)Nc1cccc(C2=NOC3(C2)C[C@H](C(N)=O)N(C(=O)COc2ccc(Cl)cc2)C3)c1 (stereo partly specified)
#40 C=CCn1c(SCC(=O)Nc2cc(Cl)ccc2C(=O)O)nc2sc(C)c(C)c2c1=O
#41 CC(C)NC(=O)N(C)C[C@H]1Oc2ccc(NC(=O)C3CC3)cc2C(=O)N([C@H](C)CO)C[C@@H]1C
#42 COCCn1c(=NC(=O)c2ccccc2[N+](=O)[O-])sc2cc(S(C)(=O)=O)ccc21
#43 O=C1NCCCC1C(=O)N1CCN(C(c2ccccc2)c2ccccc2)CC1 (stereo unspecified)
compound no.	33	34	35	36	37	38	39	40	41	42	43
WRN inhibitor	1%	-7%	-5%	-22%	-2%	-7%	0%	0%	2%	-16%	-13%
IL-2 act	-0.8	-0.2	-1.3	-2.2	1.0	-0.8	0.7	-0.3	-0.2	-0.2	-3.4
EPAC1 ag	-3%	10%	10%	-8%	-3%	5%	-12%	8%	-13%	-2%	-4%
PI5P4K alpha inh	3	-2	.	-7	-3	11	-8	0	12	-9	.
Abeta yeast res	12%	11%	-20%	6%	3%	3%	1%	-6%	-13%	2%	-2%
aSyn rescue	1%	7%	1%	-6%	-5%	2%	1%	2%	-1%	-9%	-3%
PLK1 PBD inh	-4%	-2%	-9%	-6%	0%	-3%	1%	24µM*	-5%	-13%	?
FUS suppressor	8%	-4%	-2%	1%	8%	-28%	24%	0%	7%	-5%	-1%
EPAC1 antag	-16%	1%	7%	9%	13%	4%	-7%	-11%	8%	-17%	24%

Sorted by count of non-hydrogen atoms (low to high): part of the list above
#34 O=C(Cc1ccccc1)Nc1ccc2[nH]ncc2c1
#36 O=C(NCc1ccc(OC(F)(F)F)cc1)C1CCC(=O)N(C2CC2)C1 (stereo unspecified)
#42 COCCn1c(=NC(=O)c2ccccc2[N+](=O)[O-])sc2cc(S(C)(=O)=O)ccc21
#41 CC(C)NC(=O)N(C)C[C@H]1Oc2ccc(NC(=O)C3CC3)cc2C(=O)N([C@H](C)CO)C[C@@H]1C
#39 C/C=C(/C)C(=O)Nc1cccc(C2=NOC3(C2)C[C@H](C(N)=O)N(C(=O)COc2ccc(Cl)cc2)C3)c1 (stereo partly specified)
compound no.	34	36	42	41	39
WRN inhibitor	-7%	-22%	-16%	2%	0%
IL-2 act	-0.2	-2.2	-0.2	-0.2	0.7
EPAC1 ag	10%	-8%	-2%	-13%	-12%
PI5P4K alpha inh	-2	-7	-9	12	-8
Abeta yeast res	11%	6%	2%	-13%	1%
aSyn rescue	7%	-6%	-9%	-1%	1%
PLK1 PBD inh	-2%	-6%	-13%	-5%	1%
FUS suppressor	-4%	1%	-5%	7%	24%
EPAC1 antag	1%	9%	-17%	8%	-7%

Compounds as they come; overall some 4.1% were active at least once.
